MEKK2 WT-MEK5: modulators of MEK5 binding to wildtype MEKK2, primary screen, biochemical, multiplex bead flow cytometry, Alexa488-MEK5; actives 1.1% (n = 290,000); Alexa488-MEK5 binding to MEKK2 WT; actives lie on both sides; binding response (% of control), % at 10 µM; in the data active means binding response below about 67% or above about 130%
PfM18AAP inh: PfM18AAP inhibitors, malaria aminopeptidase, primary screen, biochemical, QFRET, recombinant enzyme | H-Glu-NHMec fluorogenic cleavage | inhibition, % at 7.35 µM | actives 1.2% (n = 290,000) | AID 1822, 2009;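 active means inhibition above the campaign mean inhibition over all tested compounds plus 3 SD, cut at about 28% in these data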;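 further: 0% = plate median of test compound wells and 100% = 2 mM ZnCl2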
MEKK3 PB1 HTS: modulators of MEKK3-MEK5 PB1 binding, primary screen, biochemical, wildtype MEKK3, multiplex bead flow cytometry, Alexa488-MEK5 | Mitogen-activated protein kinase kinase kinase 3 (Homo sapiens), Q99759 | bead-based flow cytometry, Alexa488-MEK5 binding to MEKK3; actives lie on both sides; 0 = blocked by unlabeled MEK5, 100 = vehicle | binding response (% of control), % at 10 µM | actives 1.4% (n = 290,000) | AID 1529, 2009;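 active means binding response more than 3 SD above or below the average of its plate-row segment, actives on both sides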;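 further: Alexa488 bead fluorescence after subtracting the streptavidin-only scavenger bead signal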
NALP1 inh: NALP1 inflammasome inhibitors in reconstituted yeast, colorimetric, S. cerevisiae, triplicate retest. inhibition, % at 10 µM. S. cerevisiae NALP1/ASC/caspase-1 growth, X-gal OD620, 72 h. actives 0.61% (n = 280,000). AID 2071, 2009; in the data active means inhibition mostly above about 24%, no sharp cut-off; inactive means mostly below about 32%; further: some compounds called inactive have numbers as strong as hits
OXTR ag: human OXTR agonists, primary screen, fluorescence, CHO-OTR cells, Fluo-8 calcium; Oxytocin receptor (Homo sapiens), P30559; Fluo-8 calcium fluorescence; normalized: DMSO 0%, oxytocin 100%; activation, % at 3 µM; actives 0.32% (n = 320,000);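 active means activation above the mean of all tested compounds plus 3 SD, cutoff set per screening run, cut at about 20% in these data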;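 further: peak over basal fluorescence ratio from a 100 s FLIPR kinetic read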
Target sequence (P30559 whole entry, looked up): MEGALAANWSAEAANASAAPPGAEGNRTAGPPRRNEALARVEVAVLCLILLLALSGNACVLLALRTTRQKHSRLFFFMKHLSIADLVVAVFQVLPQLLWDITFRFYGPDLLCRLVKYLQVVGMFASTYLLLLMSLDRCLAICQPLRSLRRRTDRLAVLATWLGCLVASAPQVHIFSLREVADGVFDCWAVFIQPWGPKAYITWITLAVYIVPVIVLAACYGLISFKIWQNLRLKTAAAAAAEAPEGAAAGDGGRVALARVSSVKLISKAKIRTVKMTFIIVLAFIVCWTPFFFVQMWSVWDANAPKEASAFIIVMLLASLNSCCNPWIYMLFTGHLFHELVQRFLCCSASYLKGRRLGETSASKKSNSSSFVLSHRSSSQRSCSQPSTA
PHOSPHO1 inh: PubChem AID 1565; Phosphoethanolamine/phosphocholine phosphatase (Homo sapiens), Q8TCT1; recombinant PHOSPHO1, absorbance phosphatase assay; inhibition, % at 13.3 µM; actives 1.1% (n = 290,000); in the data active means inhibition above about 60%
Target sequence (Q8TCT1 whole entry, looked up): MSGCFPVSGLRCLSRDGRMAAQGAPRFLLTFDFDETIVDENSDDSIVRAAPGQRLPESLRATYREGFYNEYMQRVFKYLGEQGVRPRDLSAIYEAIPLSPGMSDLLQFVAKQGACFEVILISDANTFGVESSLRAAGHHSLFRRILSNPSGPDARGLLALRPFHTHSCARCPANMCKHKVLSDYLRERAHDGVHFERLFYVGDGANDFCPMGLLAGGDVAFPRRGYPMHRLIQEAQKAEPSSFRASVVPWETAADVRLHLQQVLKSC
MEKK2 mut-MEK5: MEK5 binding signal on mutant MEKK2 PB1, primary screen, biochemical, multiplex bead flow cytometry, Alexa488-MEK5 | percent response, % at 10 µM | Alexa488-MEK5 binding to MEKK2 mutant | actives 0.35% (n = 290,000) | AID 1530, 2009; in the data active means percent response above about 24%, passing the limit was not always enough; further: inactives centre near 1; some results filed as inactive read as strong as hits; reference of the scale not given here
GPR7 antagonist: GPR7 receptor antagonists, primary screen, cell-based, fluorescence, single concentration; Neuropeptides B/W receptor type 1 (Homo sapiens), P48145; GPR7-expressing cells, fluorescence antagonist assay; inhibition, % at 4.4 µM; actives 1.1% (n = 290,000); in the data active means inhibition above about 16%, passing the limit was not always enough;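 further: cells stimulated with the agonist NPW; 0% = agonist with vehicle and 100% = vehicle without agonist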
Target sequence (P48145 whole entry, looked up): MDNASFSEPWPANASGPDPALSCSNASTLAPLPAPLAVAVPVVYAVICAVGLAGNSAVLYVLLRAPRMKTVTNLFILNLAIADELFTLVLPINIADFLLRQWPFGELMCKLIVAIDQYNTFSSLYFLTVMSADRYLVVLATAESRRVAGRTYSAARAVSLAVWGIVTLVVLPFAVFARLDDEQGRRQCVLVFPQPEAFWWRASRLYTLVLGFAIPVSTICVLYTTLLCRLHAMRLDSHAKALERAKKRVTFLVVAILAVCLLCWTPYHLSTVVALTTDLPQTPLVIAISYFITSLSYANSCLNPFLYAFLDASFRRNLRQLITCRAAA
DNA FID counter: compounds displacing fluorescent DNA intercalator, primary screen, artefact control for HCV NS3 helicase inhibitor project, biochemical, FID fluorescence | DNA fluorescent intercalator displacement | inhibition, % at 7.9 µM | actives 0.17% (n = 290,000); in the data active means inhibition above about 37%;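 further: 0% = vehicle and 100% = reference compound; higher means more ethidium bromide displaced from hairpin DNA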
* = called active by the depositor; / = not tested or not shown; [ ] = remark or other dose.

1) Cc1ccc(N2C(=O)c3ccccc3C2Nc2ccc(S(=O)(=O)N3CCCCC3)cc2)nc1 (stereo unspecified)
2) S=C(Nc1ccc(Br)cc1Cl)N1CCC2(CC1)OCCO2
3) O=C(CSc1n[nH]c(-c2ccncc2)n1)NC1CCS(=O)(=O)C1 (stereo unspecified)
4) Cn1nc(C(=O)N2CCCCC2)c2c1-c1ccccc1S(=O)(=O)C2
5) COc1ccc(CC(=O)N/N=C(\C)CC(=O)NCc2ccco2)cc1OC
6) O=[N+]([O-])c1cc(/C=N/O)ccc1SCc1ccccc1
7) O=C(NC12CC3CC(CC(C3)C1)C2)c1cc([N+](=O)[O-])ccc1Cl
8) COc1ccc(C(=O)C(Cc2cc(C(C)=O)ccc2OC)N2CCCC2)cc1 (stereo unspecified)

assay / compound	1	2	3	4	5	6	7	8
MEKK2 WT-MEK5	99	98	96	101	92	101	105	102
PfM18AAP inh	-3	2	7	-9	0	-1	5	1
MEKK3 PB1 HTS	105	105	97	102	86	101	100	101
NALP1 inh	6	4	5	6	-9	-11	11	6
OXTR ag	-0.3	0.5	-0.4	1.1	1.1	0.1	-2.4	0.5
PHOSPHO1 inh	-7	28	98*	22	8	32	41	12
MEKK2 mut-MEK5	5	-2	-2	4	-10	0	3	0
GPR7 antagonist	-6	-13	-6	-4	1	-6	-8	0
DNA FID counter	-3	-3	-2	-7	-29	-1	-1	-1

9) Cc1ccc(CSc2nc3nc(C)cc(C)n3n2)cc1
10) CC(=O)N1CCC2(CC1)CC(=O)c1cc(OCC(=O)NCc3ccco3)ccc1O2
11) CCN(c1cccc(C)c1)S(=O)(=O)c1ccc2c(c1)oc(=O)n2C
12) Cc1ccc(C(C)C)c(OCc2ccc(C(=O)N/N=C/c3ccc(O)c(O)c3)cc2)c1
13) CC(=O)Nc1ccc(S(=O)(=O)NCCc2ccccn2)cc1
14) COc1cccc(NC(=O)COc2cccc(-n3cnnn3)c2)c1
15) COC(=O)[C@@]1(Cc2ccc(OC)cc2)[C@H]2c3cc(C(=O)N(C)C)n(C[C@H](O)CO)c3C[C@H]2CN1C(=O)c1ccccc1
16) Cc1ccnc(N2CCC(C(=O)Nc3ccc(Oc4ccccc4)cc3)CC2)n1

assay / compound	9	10	11	12	13	14	15	16
MEKK2 WT-MEK5	106	105	102	89	101	86	99	/
PfM18AAP inh	3	8	-8	18	-5	-4	-4	-4
MEKK3 PB1 HTS	105	104	103	93	104	94	92	/
NALP1 inh	-13	/	15	10	7	2	18	6
OXTR ag	1.1	1.3	-1.0	0.8	-0.5	0.2	1.3	0.5
PHOSPHO1 inh	14	-4	28	-9	21	10	-4	23
MEKK2 mut-MEK5	2	2	3	-2	-3	-8	2	/
GPR7 antagonist	-7	7	14	-7	-3	10	-7	-9
DNA FID counter	-20	-15	-20	-17	-8	-5	-56	-1

17) COc1cccc(/C=N/NC(=S)NCc2ccco2)c1OC
18) CC(C)=C(NC(=O)c1ccccc1)C(=O)N/N=C(\C)c1ccccc1O
19) O=C(/C=C/c1ccccc1)NCc1ccco1
20) Cc1ccsc1CNS(=O)(=O)c1ccc(F)cc1
21) CCOc1ccc(CCNC(=O)c2ccc(=O)[nH]c2)cc1OCC
22) O=C(O)c1ccc(N/N=C/c2ccnc3ccccc23)cc1
23) COC(=O)C1C(c2ccccc2)C(C(=O)O)C1c1ccccc1 (stereo unspecified)
24) O=C(NN1C(=O)c2cc(Br)ccc2NC1c1cc(Br)cc(Br)c1O)c1ccncc1 (stereo unspecified)

assay / compound	17	18	19	20	21	22	23	24
MEKK2 WT-MEK5	109	109	95	109	90	93	100	100
PfM18AAP inh	6	-2	-10	-16	-10	-8	0	21
MEKK3 PB1 HTS	107	99	98	106	96	107	96	133*
NALP1 inh	/	28	1	19	20	/	1	57*
OXTR ag	-1.2	0.7	-1.8	-0.8	0.6	-0.6	0.4	1.2
PHOSPHO1 inh	12	-2	37	19	37	10	57	16
MEKK2 mut-MEK5	6	15	-6	5	-4	4	-1	1
GPR7 antagonist	-10	-7	-3	8	-9	-2	-2	-5
DNA FID counter	-16	-6	-1	-4	-11	2	1	-18

25) Cc1ccc(-n2c(=O)c(C#N)cc3c(=O)n4ccccc4nc32)cc1C
26) O=C(CCn1nc(-c2ccc(Cl)cc2)ccc1=O)N1CCN(c2ccccc2)CC1
27) CN(Cc1ccco1)S(=O)(=O)c1nnc(NC(=O)c2ccccc2)s1
28) N#CCCn1cc(/C=N/NC(N)=S)c(-c2ccc(Br)cc2)n1
29) CCc1ccc(OCc2nnc(SCCN3CCOCC3)n2CC)cc1
30) CC(=O)Nc1ccc(C(=O)OC2CCOC2=O)cc1 (stereo unspecified)
31) CC(c1nccs1)N(C)c1nc2nonc2nc1N(C)C (stereo unspecified)
32) C=CCNC(=S)NCc1cccnc1

assay / compound	25	26	27	28	29	30	31	32
MEKK2 WT-MEK5	109	99	96	87	97	108	97	99
PfM18AAP inh	-7	5	-12	16	8	-2	1	6
MEKK3 PB1 HTS	104	101	94	103	100	104	99	97
NALP1 inh	5	14	17	6	-3	8	12	15
OXTR ag	0.2	-1.3	1.2	1.5	1.2	0.2	0.5	-0.1
PHOSPHO1 inh	-12	26	36	15	57	17	-38	-2
MEKK2 mut-MEK5	8	1	-9	-10	-6	3	-11	-2
GPR7 antagonist	14	-3	1	-5	-4	9	-7	-2
DNA FID counter	-4	-40	-10	-14	-14	0	8	1

Arranged by value in PHOSPHO1 inh (low to high): some entries from above
cpd | SMILES | PHOSPHO1 inh
10 | CC(=O)N1CCC2(CC1)CC(=O)c1cc(OCC(=O)NCc3ccco3)ccc1O2 | -4
9 | Cc1ccc(CSc2nc3nc(C)cc(C)n3n2)cc1 | 14
28 | N#CCCn1cc(/C=N/NC(N)=S)c(-c2ccc(Br)cc2)n1 | 15

Other structures
33) CC(=O)SC(C[N+](=O)[O-])c1cn(C(C)=O)c2ccccc12 (stereo unspecified)
34) O=C(CNC(=O)c1cccs1)N/N=C/c1ccc(Cl)cc1
35) Cc1ccc(S(=O)(=O)CCC(=O)N2CCN(c3ccc(Cl)cc3)CC2)cc1
36) Cc1cc(S(=O)(=O)N2CCOCC2)ccc1F
37) CC(C)(C)c1cc(Br)ccc1OCC(=O)Nc1ncn[nH]1
38) COc1ccc(/C=C(/NC(=O)c2ccco2)C(=O)NCc2ccco2)cc1OC
39) COc1ccc(C(C)=O)cc1COC(=O)CCNS(=O)(=O)c1ccc(C(C)=O)cc1
40) COc1ccc(NC(=O)COC(=O)c2ccncc2)c(OC)c1

assay / compound	33	34	35	36	37	38	39	40
MEKK2 WT-MEK5	102	97	92	101	101	101	107	98
PfM18AAP inh	14	-3	-3	2	-1	11	2	-3
MEKK3 PB1 HTS	103	103	84	99	102	102	101	93
NALP1 inh	12	4	15	-5	-2	2	14	11
OXTR ag	0.5	1.4	8.8	-0.4	-1.1	-1.1	0.4	-0.1
PHOSPHO1 inh	63*	3	-5	-18	9	5	43	17
MEKK2 mut-MEK5	5	-5	2	1	3	-3	3	-1
GPR7 antagonist	14	1	-12	-13	-10	-7	18	-2
DNA FID counter	4	-10	-32	-4	-2	-9	-28	-2

41) CCN(CC)c1ccc(C(=O)OCC(=O)N(C)Cc2ccccc2)cc1
42) Cc1nc(=O)c(-c2ccccc2)c(C)n1-c1ccccc1O
43) Cc1ccc(C(=O)N2c3ccccc3CC2C)o1 (stereo unspecified)
44) COc1ccc(-n2nc(C(=O)NCC(=O)NCCC3=CCCCC3)c3ccccc3c2=O)cc1OC
45) CCOC(=O)CCC(=O)NCc1ccc2c(c1)cc(C)n2C
46) CSc1ccc(S(=O)(=O)Nc2ccc(F)cc2)cc1
47) Cc1[nH]c2ccc(C(=O)N3CCCC3)cc2c1C
48) CCOc1ccc(CNC(=O)c2ccc3c(c2)N(CC)CCS3)cc1

assay / compound	41	42	43	44	45	46	47	48
MEKK2 WT-MEK5	95	95	63	105	77	108	97	95
PfM18AAP inh	-2	4	-6	6	8	5	6	7
MEKK3 PB1 HTS	105	103	51	103	74*[inhibitor]	104	96	99
NALP1 inh	6	10	15	9	-4	4	28	0
OXTR ag	-2.5	0.2	-2.2	-2.3	0.8	8.4	0.1	-1.2
PHOSPHO1 inh	36	13	47	12	-2	4	-6	33
MEKK2 mut-MEK5	-6	1	-13	5	-4	2	0	-4
GPR7 antagonist	-14	-3	0	-4	-11	-1	-7	8
DNA FID counter	-31	-2	-4	-37	-16	-6	-13	-27

Single records, from the list above. Values in the order: MEKK2 WT-MEK5	PfM18AAP inh	MEKK3 PB1 HTS	NALP1 inh	OXTR ag	PHOSPHO1 inh	MEKK2 mut-MEK5	GPR7 antagonist	DNA FID counter
Cc1[nH]c2ccc(C(=O)N3CCCC3)cc2c1C in the list: 97	6	96	28	0.1	-6	0	-7	-13
CCOC(=O)CCC(=O)NCc1ccc2c(c1)cc(C)n2C in the list: 77	8	74*[inhibitor]	-4	0.8	-2	-4	-11	-16
Cc1nc(=O)c(-c2ccccc2)c(C)n1-c1ccccc1O in the list: 95	4	103	10	0.2	13	1	-3	-2

(listing goes on)
49) Cn1c(SCc2nc3cc(C(=O)O)ccc3c(=O)[nH]2)nnc1C(F)(F)F
50) COc1ccccc1/C=N/NC(=O)C(=O)Nc1ccccc1OC(F)(F)C(F)F
51) CCOc1ccc(N2CC(C(=O)N3CCCCCC3)CC2=O)cc1 (stereo unspecified)
52) CS(=O)(=O)N(Cc1ccc(Cl)cc1)c1ccc(C(=O)NCc2ccccn2)cc1
53) COc1ccc(CN(C)Cc2ccccc2)c(OC)c1OC

assay / compound	49	50	51	52	53
MEKK2 WT-MEK5	92	104	102	105	100
PfM18AAP inh	4	9	3	3	-5
MEKK3 PB1 HTS	99	134*	103	105	95
NALP1 inh	-7	21	-19	/	11
OXTR ag	0.8	-2.0	1.1	14	-0.2
PHOSPHO1 inh	47	6	31	19	4
MEKK2 mut-MEK5	3	1	-1	7	-2
GPR7 antagonist	-9	-7	-9	7	-2
DNA FID counter	1	-16	-20	-30	2

Screening results: PubChem BioAssay, several laboratories
